GCN5L2 inh: blocks human GCN5L2 histone acetyltransferase | Q92830 | GCN5L2 HAT assay, ThioGlo1 CoA-SH fluorescence | Potency, µM (top dose mostly 58.9 µM), for the others: top-dose activity change, negative = inhibition, hits mostly inhibitors | 390,000 tested, 0.21% active | AID 504327
Target sequence (Q92830 whole entry, looked up): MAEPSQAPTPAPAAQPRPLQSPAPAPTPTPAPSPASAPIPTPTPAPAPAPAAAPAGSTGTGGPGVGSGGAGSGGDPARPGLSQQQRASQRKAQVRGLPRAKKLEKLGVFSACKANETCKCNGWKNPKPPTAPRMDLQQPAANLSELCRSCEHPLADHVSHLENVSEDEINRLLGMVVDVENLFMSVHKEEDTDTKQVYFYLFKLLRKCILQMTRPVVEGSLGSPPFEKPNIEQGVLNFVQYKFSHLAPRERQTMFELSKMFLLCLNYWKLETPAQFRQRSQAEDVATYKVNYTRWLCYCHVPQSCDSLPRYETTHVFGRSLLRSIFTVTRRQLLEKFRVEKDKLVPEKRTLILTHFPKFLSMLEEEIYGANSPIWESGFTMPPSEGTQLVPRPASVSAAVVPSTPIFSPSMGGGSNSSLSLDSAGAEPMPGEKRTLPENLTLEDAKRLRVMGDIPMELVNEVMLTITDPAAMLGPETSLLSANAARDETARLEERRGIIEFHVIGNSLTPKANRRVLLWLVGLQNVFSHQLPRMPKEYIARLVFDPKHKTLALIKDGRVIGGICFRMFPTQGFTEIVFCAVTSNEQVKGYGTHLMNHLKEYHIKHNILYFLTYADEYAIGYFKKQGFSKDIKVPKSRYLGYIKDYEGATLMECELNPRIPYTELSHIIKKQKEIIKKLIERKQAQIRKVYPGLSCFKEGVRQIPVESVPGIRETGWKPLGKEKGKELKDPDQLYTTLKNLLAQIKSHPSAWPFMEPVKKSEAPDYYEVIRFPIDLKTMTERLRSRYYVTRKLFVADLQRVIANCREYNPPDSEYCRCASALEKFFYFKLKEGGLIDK
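Titration-based screen in which CoA formation is detected via maleimide probe ThioGlo1 (50uM) turning fluorescent on thiol reaction; substrates H3(1-25) 75uM and acetyl-CoA 70uM, GCN5L2 20nM, 20 min incubation at room temperature.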
DT40 TDP1 no CPT: qHTS for Inhibitors of human tyrosyl-DNA phosphodiesterase 1 (TDP1): qHTS in cells in absence of CPT; Potency, µM (series often up to 46.2 µM), inactives show at the top dose activity change, negative = growth inhibition, actives largely listed as inhibitors; DT40 Tdp1-/- hTDP1 cells, no CPT, ATP luminescence, 48 h; AID 686978, 2013; 420,000 tested, 15% active; further: nearly all actives have a fitted effect of over 55% in size
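Camptothecin absent (DMSO only). Human TDP1-complemented DT40 knockout cells, 400 cells/well, 37 °C for minimum 48 hr; ATP measured via CellTiter-Glo, 30 min dark incubation, luminescence.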
TDP1 inh: blocks human tyrosyl-DNA phosphodiesterase 1; Q9NUW8; recombinant TDP1, AlphaScreen DNA substrate cleavage; Potency, µM (series often up to 130 µM), for inactives: top-dose activity change, negative = inhibition, most hits filed as inhibitors; 350,000 tested, 0.28% active; AID 485290; further: nearly all actives have a fitted effect of over 40% in size
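Recombinant human Tdp1 (E. coli-expressed, 1 nM final) preincubated with compounds 15 min at room temperature, then 5'-biotin/3'-phosphotyrosine-FITC DNA substrate (15 nM final) added for 5 min. AlphaScreen beads (10 ug/ml final) added 10 min; cleavage lowers signal.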
* marks the source's active call; other numbers are inactive results; ? = inconclusive; . = not tested or not shown; & = joins results of further samples; [ ] = dose if it differs, or a comment. The call rests on the fitted dose curve; in most records, active means well fitted curve in the direction sought with a large enough effect; inconclusive means small, poorly fitted or top-dose-only effect, or another doubt; inactive means no such curve, though single readings can be large; an effect the other way counts as inactive or inconclusive. On the % scale 0 is the no-effect control and ±100 the full control effect; potency means the concentration at half of the fitted maximal effect.

smiles	GCN5L2 inh	TDP1 inh	DT40 TDP1 no CPT
Fc1ccc(CNCCc2ccc3c(c2)OCO3)cc1	-10%	5%	?
CCOC(=O)c1cccc(NC(=O)c2cnc(N3CCCCC3)c3ccccc23)c1	2%	5%	23µM*
CC(=NCCCn1ccnc1)c1c(O)n(C)c(=O)n(C)c1=O	3%	0%	-15%
CC1CCN(C(=O)N2c3ccccc3Sc3ccccc32)CC1	1%	4%	?
CC1CCN(CC(=O)c2cccc(C(F)(F)F)c2)CC1	-21%	.	4%
CCC(=O)Nc1ccc(N2CCN(CC)CC2)c(Cl)c1	-8%	0%	3%
O=[N+]([O-])c1ccccc1	-17%	0%&14%	10%
CC(C)c1ccc(O)c(CN2CCN(c3ccccc3)CC2)c1	-9%	2%	?
CCOC(=O)c1c(C)[nH]c(C)c1S(=O)(=O)N1CCC(C(=O)N2CCN(c3ccc(Cl)cc3)CC2)CC1	-9%	7%	?
CC(C)(C#CC(=O)O)OOC(c1ccccc1)(c1ccccc1)c1ccccc1	-12%	.	-14%
CCN(CC)c1ccc(CC2C(=O)N(C)C(=O)N(C)C2=O)cc1	3%	0%	?
COc1ccc(-n2c(C)cc(C(=O)C[N+]34CCN(CC3)CC4)c2C)cc1	-23%	6%	?
Cc1nc2ccccc2c(=O)n1-c1ccc(-c2ccccc2)cc1	-4%	.	?
COc1ccc(N(CC(=O)Nc2cccc(SC)c2)S(C)(=O)=O)cc1Cl	-11%	-8%	?
C/C=C1\C[C@H](C)[C@@](O)(CO)C(=O)OCC2=CCN3CC[C@@H](OC1=O)[C@@H]23	-1%[21.4 µM]	-8%[56.1 µM]	.
COc1ccc(OC)c([C@H](O)[C@H](C)N)c1	3%[21.4 µM]	6%[56.1 µM]	.
Cn1c(O)c(C(=NCCc2c[nH]c3ccccc23)c2ccccc2)c(=O)n(C)c1=O	-6%	9%	?
CN1CCc2cc3c(cc2[C@H]1[C@@H]1OC(=O)c2c1ccc1c2OCO1)OCO3	0%	.	-1%
CCn1c(O)c(C(=O)CC2NCCc3ccccc32)c(=O)n(CC)c1=S (stereo not given)	-1%	-9%	?
CC(=O)OC1CCC2(/C=N/O)C(=CCC3C4CCC(=O)C4(C)CCC32)C1 (stereo not given)	-1%	.	?
CC[N+](C)(CC)CCCCOc1ccc2c(c1)C(=O)c1cc(OCCCC[N+](C)(CC)CC)ccc1-2	?	-6%	29µM*
C[C@@H]1C(=O)O[C@@H]2[C@H](O)C34[C@@H]5OC(=O)C3(O[C@H]3OC(=O)[C@H](O)C34[C@H](C(C)(C)C)[C@H]5O)[C@@]12O (stereo not given in full)	-1%	0%	-3%
O=C1NC(=O)C(Sc2ccccc2[N+](=O)[O-])C(=O)N1	-17%	14%	?
COc1ccc(Nc2cc(C)c3cc(NC(=O)c4ccccc4Cl)ccc3n2)cc1	-13%	7%	9.2µM*
OCC(Cl)CCl (stereo not given)	2%	0%&15%	4%
Cc1ccc(Cl)cc1N1CCN(C(=O)c2cn(CC(C)C)c(=O)c3c2c2ccccc2n3C)CC1	-13%	2%	4.6µM*
NCc1cccnc1	-6%	5%	-11%
O=C1CC(N2CCC(n3c(=O)[nH]c4ccccc43)CC2)C(=O)N1Cc1ccccc1 (stereo not given)	-9%	7%	-10%
O=c1cc(Nc2cccc(Br)c2)[nH]c(=O)[nH]1	-6%	0%	?
CCOC(=O)CNC(=O)CNC(=O)C(Cc1ccc(N(CCCl)CCCl)cc1)NC(C)=O (stereo not given)	-21%	5%	1.6µM*
CCC(C)(C)n1nnnc1C(c1cccs1)N1CC=C(c2ccc(F)cc2)CC1 (stereo not given)	-8%	5%	?
C=CCN1C(=O)C2(C(C(=O)OCC)=C(N)Oc3ccccc32)c2c1c1ccccc1oc2=O (stereo not given)	-6%	9%	-13%
Cc1ncc2n1-c1ccc(Cl)cc1C(c1ccccc1F)=NC2O (stereo not given)	5%	13%	.
Fc1ccc(CCNCc2cccc(Cl)c2)cc1	5%	2%	?
CC(C)N1C(=S)SC(C)(C)C1n1oc(=O)n(-c2ccc(Cl)c(Cl)c2)c1=O (stereo not given)	-5%	5%	?
CCOCCc1c(O)[nH]c(=S)[nH]c1=O	3%	.	-9%
O=C(O)c1[nH]c(=O)[nH]c(=O)c1F	1%	-3%	12µM*
CCC(=NCc1cccnc1)c1c(O)n(-c2ccc(C)cc2)c(=O)[nH]c1=O	-4%	.	-3%
S=C(S)N1CCCC1	-22%&1%	3%[56.1 µM]	0.053µM*
COc1ccc(N2C(=O)/C(=C/c3cc(C)n(-c4ccc(C)cn4)c3C)C(=O)NC2=S)c(OC)c1	-6%	3%	?
C[C@H](CCC(=O)O)[C@H]1CC[C@@H]2[C@H]3CC[C@H]4C[C@H](O)CC[C@]4(C)[C@@H]3CC[C@@]21C	?	?	-11%
COc1ccc(C(=O)C2CCCN(Cc3ccccn3)C2)c(OC)c1 (stereo not given)	0%	2%	15µM*
Cn1c(O)c(/C=C/C=Nc2ccccc2)c(=O)n(C)c1=S	?	5%	-27%
O=C1Nc2ccccc2Sc2ccccc21	0%	0%	-8%
O=P(C(c1c[nH]c2ccccc12)N1CCOCC1)(N1CCOCC1)N1CCOCC1 (stereo not given)	-6%	5%	-6%
CCCN1CCO[C@@H]2c3cc(O)ccc3OC[C@H]21	2%&-5%&2%&-7%&-5%	-7%[56.1 µM]	10%&1%&-4%
O=C1C2CCCC1C(N1CCCC1)CC2 (stereo not given)	-1%	3%	-6%
COc1ccccc1-n1c(-c2ccccc2Cl)nc2ccccc2c1=O	12%	.	15µM*
CCCCSc1nc2c(cnn2-c2ccccc2)c(=O)n1N	-3%	0%	?
CN(C)C(Cc1ccccc1)C(=O)c1ccccc1 (stereo not given)	-3%	3%	-3%
COC(=O)C1=C(c2cccc(NC(C)=O)c2)C[C@@H]2CC[C@H]1N2C	-6%	-1%	-7%
Cc1cc(C)cc(NC(=S)NC2CC3CCCC(C2)N3Cc2cccs2)c1 (stereo not given)	-5%	4%	?
CCOC(=O)Cn1cc(C(=O)c2ccccc2)c2ccccc21	-2%	2%	-33%
COC(=O)/C=C/C(=O)N[C@@H]1CC[C@@]2(O)[C@H]3Cc4ccc(O)c5c4[C@@]2(CCN3CC2CC2)[C@H]1O5	6%	9%	.
O=c1[nH]c(=S)[nH]c(O)c1/C=N/N1CCOCC1	-2%	-1%	-12%
CCOC(=O)C1(CCOc2ccccc2)CCN(Cc2ccccc2OC)CC1	-15%	.	15µM*
O=[N+]([O-])c1ccc(N2CCNCC2)cc1NCc1ccco1	4%	1%	-25%
Cc1ccc(N2C(=O)NC(=O)/C(=C\c3cc(C)n(-c4sc5c(c4C#N)CCCC5)c3C)C2=O)cc1	24%	8%	?
COc1ccc(CC2(CCc3ccncc3)C(=O)NC(=O)NC2=O)cc1OC	-5%	5%	-18%
CSCCC(N=Cc1c(O)n(-c2ccc(Br)cc2)c(=O)[nH]c1=O)C(=O)OC(C)(C)C (stereo not given)	-3%	0%	-18%

The list continues.
smiles	GCN5L2 inh	TDP1 inh	DT40 TDP1 no CPT
O=C(Nc1ccc(OC(F)(F)F)cc1)c1cccn(Cc2ccccc2Cl)c1=O	-1%	2%	-1%
CCN1C(=O)NC(=O)/C(=C\c2cn(CC(=O)N3CCCCC3C)c3ccccc23)C1=O (stereo not given)	1%	-2%	2%
COC(=O)C1=C(c2ccc(C(C)=O)cc2)C[C@@H]2CC[C@H]1N2C(=O)N1CCC(O)CC1	-3%	0%	5%
Cc1ccccc1N1C(=O)NC(=O)/C(=C/c2ccc(N3CCOCC3)o2)C1=O	-9%	6%	-13%
O=C1NC(=O)C(=Cc2ccccc2OCCOc2ccc([N+](=O)[O-])cc2)C(=O)N1	-1%	3%	?
O=C(Nc1ccc(Oc2ccc(Cl)cc2)c(Cl)c1)c1cc(I)cc(I)c1O	25µM*	13%	?
C[C@@H]1Cc2c(Cl)cc(C(=O)N[C@H](Cc3ccccc3)C(=O)O)c(O)c2C(=O)O1	30%	5%	.
CCn1ccnc1CN1CCCC(C(=O)c2ccc(SC)cc2)C1 (stereo not given)	0%	0%	18µM*
CC(C)CCN(N=O)[C@@H](Cc1ccccc1)CN(N=O)[C@@H](Cc1ccccc1)CN(C)N=O	-9%	5%	?
C[C@@]12CC[C@H]3[C@@H](CC[C@@H]4C[C@H]5S[C@H]5C[C@]43C)[C@H]1CC[C@H]2O	9%[21.4 µM]	4%[21 µM]	.
CCN1/C(=C\C=C\C2=[N+](CC)c3ccccc3C2(C)C)C(C)(C)c2ccccc21	-6%	8%	0.15µM*
CCN1CCN(C(=O)COc2ccc3oc4c(c3c2)CCCC4)CC1	-3%	2%	21µM*
CC(=O)c1ccc(OC(=O)N(C)c2ccccc2)cc1	-3%	6%	-22%
C=C1C(=O)O[C@H]2C[C@@H](C)[C@@H]3C=CC(=O)[C@@]3(C)C[C@H]12	2%	1%	0.65µM*
COC(=O)C[C@@](O)(CCC(C)(C)O)C(=O)O[C@@H]1C(OC)=C[C@]23CCCN2CCc2cc4c(cc2[C@@H]13)OCO4	?	4%	.
O=C(C1CCN(S(=O)(=O)c2ccc(Br)s2)CC1)N1CCN(c2ccc(F)cc2)CC1	-8%	0%	21µM*
COC(=O)C1=C(c2ccc(F)cc2OCc2ccccc2)C[C@@H]2CC[C@H]1N2C(=O)NCc1ccc(Br)cc1	-9%	1%	15µM*
CC(C)c1ccc2oc(-c3ccc(NC(=O)c4cc5ccccc5o4)cc3)nc2c1	-9%	5%[12.3 µM]	?
CNC(=O)NC(O)C(Cl)(Cl)Cl (stereo not given)	0%&-1%	1%	8%&-17%
CC1(C)C(=O)CC[C@@]2(C)C1=CCC1C2CC[C@]2(C)C(=O)CCC12 (stereo not given in full)	3%	1%	?
CC(=O)Nc1ccccc1C(=O)OCc1ccc(F)cc1	-6%	1%	?
C[n+]1c2cc(N)ccc2cc2ccc(N)cc21	?	3%[56.1 µM]	2.9µM*
CN1CCC(n2nccc2N)CC1	-1%	5%	-5%
O=C1CN=C(c2ccc[nH]2)c2cc(Cl)ccc2N1	0%	.	0.033µM*
COC(=O)C1=C(c2ccc3ccccc3c2)C[C@@H]2CC[C@H]1N2C(=O)NCC1CC1	?	1%	9.2µM*
COC(=O)C1=C(c2ccc(OCc3ccccc3)cc2)C[C@@H]2CC[C@H]1N2C(=O)NCc1ccc(N(C)C)cc1	-6%	10%	?
COC(=O)C1=C(c2cccc(C#N)c2)C[C@@H]2CC[C@H]1N2C(=O)NCC1CC1	1%	2%	2%
Clc1ccccc1NC1=NCCCS1	-1%	-2%	-6%
CN(C)CC/C=C1\c2ccccc2Sc2ccc(Cl)cc21	-29%	9%	21µM*
ClC1=C(Cl)C(Cl)=C(Cl)C1=C/C=C/c1ccccc1	-5%	8%	3.3µM*
Cc1cc(/C=C2/C(=O)NC(=O)N(c3ccc(Br)cc3)C2=O)c(C)n1C	-10%	-1%	1%
CCCNC(=O)c1cnn2c(C)c(Cc3c(C)cc(C)cc3C)c(C)nc12	0%	10%	1.8µM*

Compound activity: PubChem BioAssay, National Center for Advancing Translational Sciences (NCATS)

Not all compounds are listed; the hit share may differ from the screen's.
